APP 5'UTR act = activators of APP 5'UTR luciferase reporter, primary screen, SH-SY5Y cells; SH-SY5Y APP 5'UTR luciferase reporter, luminescence; zero percent = DMSO vehicle wells; activation, % at 2 µM; 190,000 compounds, 1% hits;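 active = activation above a set limit, based on mean plus 3 SD of controls, cut at about 140% in these data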; also: values of inactives mirror those of a sister screen read the other way
STAT1 blocker = STAT1 signaling inhibitors, primary screen, cell-based, HTS, luciferase reporter. NIH 3T3 STAT1-luciferase reporter, IFN-gamma, luminescence. inhibition, % at 5.5 µM. 200,000 compounds, 0.35% hits. AID 920, 2007;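 active = inhibition above a set limit, the mean inhibition across all tested compounds plus 3 SD, cut at about 34% in these data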;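 also: 0% = IFN-gamma with DMSO and 100% = IFN-gamma with 300 µM nifuroxazide; values of inactives mirror those of a sister screen read the other way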
NF-kB neuron act = activators of NF-kB expression in neurons, primary screen, cell-based, HTS | human neuronal cells, NF-kB reporter expression; active compounds read high | fold change at 12.5 µM | 190,000 compounds, 1.6% hits; in the data active = fold change above about 3.3
Hsp70 act = Hsp70 transcriptional activators, primary screen, cell-based, HeLa, Hsp70 promoter luciferase, luminescence, 10 µM; 200,000 compounds, 0.04% hits; HeLa Hsp70 promoter luciferase reporter; scaled: vehicle 0, proteasome-inhibitor control 100%; activation, % at 10 µM;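 active = activation above the mean across all tested compounds plus 3 SD, cutoff set per campaign, cut at about 5.5% in these data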;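 also: 100% = MG132 at 30 µM as the positive control and 0% = DMSO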
FLuc inhib CS = firefly luciferase enzyme inhibitors, primary screen, artefact control for luciferase-based inhibitor screens, biochemical, luminescence, ATPLite; Luciferin 4-monooxygenase (Photinus pyralis), P08659; 10 min; inhibition, % at 10 µM; 200,000 compounds, 1.5% hits;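 active = inhibition above about 50% when tested at 10 µM, limit read from the data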
Target sequence (P08659 whole entry, looked up): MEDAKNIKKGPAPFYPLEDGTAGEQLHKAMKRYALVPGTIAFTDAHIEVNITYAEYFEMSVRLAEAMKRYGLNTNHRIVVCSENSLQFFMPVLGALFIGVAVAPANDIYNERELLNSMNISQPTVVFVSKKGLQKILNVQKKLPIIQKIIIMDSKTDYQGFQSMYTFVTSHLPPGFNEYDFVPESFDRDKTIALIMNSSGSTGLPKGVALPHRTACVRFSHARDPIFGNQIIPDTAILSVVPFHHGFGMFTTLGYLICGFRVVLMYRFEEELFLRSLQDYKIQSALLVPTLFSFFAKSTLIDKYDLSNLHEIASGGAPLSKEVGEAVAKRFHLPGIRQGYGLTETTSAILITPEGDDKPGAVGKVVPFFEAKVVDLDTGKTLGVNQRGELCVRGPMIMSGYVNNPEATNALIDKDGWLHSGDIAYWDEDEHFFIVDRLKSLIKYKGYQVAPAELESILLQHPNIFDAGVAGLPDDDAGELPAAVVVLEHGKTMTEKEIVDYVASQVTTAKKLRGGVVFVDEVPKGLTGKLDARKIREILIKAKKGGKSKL
STAT1 act = STAT1 signaling activators, primary screen, cell-based, HTS, luciferase reporter; NIH 3T3 STAT1-luciferase reporter, IFN-gamma, luminescence; 100% = IFN-gamma alone, no compound; 200,000 compounds, 2.6% hits; activation (% of control), % at 5.5 µM;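 active = activation above the screen-wide mean activation plus 3 SD, cut at about 130% in these data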;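 also: raw ratio to IFN-gamma control signal so 100% means no change and 0% no light; values of inactives mirror those of a sister screen read the other way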
STAT3 act = IL-6 driven STAT3 reporter potentiators, primary screen, U3A cells, luciferase, luminescence, MLSCN library. 190,000 compounds, 0.91% hits. activation (% of control), % at 5.6 µM. IL-6 STAT3-luciferase reporter; 100% = signal with IL-6 EC80 alone;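 active = activation above the screen-wide mean of compound activation plus 3 SD, cut at about 130% in these data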;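 also: 0% = background luminescence of wells with medium and substrate only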
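System – human U3A cells carrying STAT3-luciferase construct · Probe or stimulus – Interleukin-6, 33 ng/mL · Schedule – compound 1 h, then IL-6 6 h at 37 °C · Signal – luminescence from STAT3-driven luciferase reporter · Evaluation – percent of IL-6-only median luminescence · Benchmarks – IL-6-only high control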
STAT3 inh = IL-6 driven STAT3 reporter inhibitors, primary screen, U3A cells, luciferase, luminescence, MLSCN library; inhibition, % at 5.5 µM; IL-6 STAT3-luciferase reporter; host cell line lacks STAT1; AID 862, 2007; 190,000 compounds, 0.89% hits;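 active = inhibition above the mean inhibition across all screened compounds plus 3 SD, cut at about 44% in these data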;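 also: 0% = DMSO only wells and 100% = 100 µM nifuroxazide control wells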
APP transl inh = inhibitors of APP translation via 5'UTR reporter, primary screen, APP 5'UTR luciferase, SH-SY5Y cells. SH-SY5Y APP 5'UTR-luciferase reporter, luminescence. inhibition, % at 2 µM. 190,000 compounds, 0.82% hits. AID 1285, 2008;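 active = inhibition above a set limit, derived from the sample mean plus 3 SD, cut at about 45% in these data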; also: values of inactives mirror those of a sister screen read the other way
RAM inhibit = inhibitors of the yeast RAM network, primary screen, dse1pr::URA3 reporter, 5-FOA selection; 190,000 compounds, 1.8% hits; S. cerevisiae dse1pr::URA3 reporter, 5-FOA growth OD615, 2 d; analog-sensitive cbk1-as2 kinase mutant strain; AID 868, 2007; inhibition, % at 50 µM;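 active = inhibition above a set limit, 3 SD over mean compound inhibition, cut at about 8.4% in these data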;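 also: 0% = DMSO-only wells with no growth and 100% = 10 µM 1-NA-PP1 full growth; inhibition rescues growth on 5-FOA so higher OD means more RAM inhibition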
Active calls of the source: *; . = no result given.

item	molecule	FLuc inhib CS	Hsp70 act	STAT3 inh	RAM inhibit	STAT1 blocker
1	S=C(NCc1cccc(Cl)c1)NC1CCCCC1	-4	0.0	8	1.8	-4
2	CCOC(=O)C1(Cc2cccc(Cl)c2)CCCN(CCO)C1 (stereo unspecified)	2	-0.5	-7	1.6	-3
3	O=C(NC1CCCCCCC1)c1cc(F)c(F)cc1Cl	3	0.9	-6	1.5	-32
4	COc1cccc(-n2c(Cc3cc(=O)[nH]c(=O)[nH]3)nnc2SCc2cccnc2)c1	-5	0.2	5	0.7	-4
5	CC(C)N(C(=O)c1ccccc1-c1ccccc1)C(C)C	-8	-0.1	0	0.7	4
6	COC(=O)c1ccc(-c2cc(C(=O)O)c3cc4c(cc3n2)OCCO4)cc1	45	-0.3	0	-0.5	-1
7	COc1ccc(CN(C(=O)CN2C(=O)c3ccccc3S2(=O)=O)C(C(=O)NCC2CCCO2)c2ccncc2)cc1 (stereo unspecified)	-2	-0.3	-3	1.9	7
8	C[N+]1(C2CCC3CCCC2C3O)CCCC1 (stereo unspecified)	-3	-0.1	8	0.4	3
9	Cn1cc(CNCc2ccc(-n3cccn3)cc2)c(-c2ccccc2F)n1	-4	0.0	2	0.3	9
10	COc1cc(NC(=S)N2CCN(C)CC2)c(OC)cc1Cl	-7	0.0	10	0.9	3

item	APP transl inh	NF-kB neuron act	STAT3 act	STAT1 act	APP 5'UTR act
1	11	0.87	92	104	-11
2	-10	0.86	111	103	10
3	-32	1.6	115	130*	32
4	-9	1.1	100	103	9
5	17	0.92	105	96	-17
6	-20	1.4	104	100	20
7	10	0.93	101	93	-10
8	-9	1.4	93	98	9
9	-32	1.1	105	89	32
10	4	1.1	102	96	-4

New compounds follow
item	molecule	FLuc inhib CS	Hsp70 act	STAT3 inh	RAM inhibit	STAT1 blocker
11	Cc1cc2ncc(S(=O)(=O)C(C)(C)C)c(N)n2n1	-6	0.1	4	1.1	0
12	O=C(NCC(=O)N1CC(O)CC1C(=O)N1CCCC1C(=O)OCc1ccccc1)OCc1ccccc1 (stereo unspecified)	-6	-0.2	6	0.8	2
13	COc1cc(=O)n(C)c2c(OCC3OC(C)(C)OC3(C)C)cccc12 (stereo unspecified)	-8	0.0	-6	2.4	-5
14	COc1ccc2nc(NC(=O)C3CCCN(S(=O)(=O)c4c(C)noc4C)C3)sc2c1 (stereo unspecified)	-4	-0.5	10	6.3	1
15	CCCCCc1c(C)nc(N2CCc3ccccc3C2)[nH]c1=O	-3	-0.1	-4	3.0	1
16	Cc1c(S(=O)(=O)Nc2ccc3c(c2)OCCO3)c(=O)n(C)c(=O)n1C	-1	-0.2	14	-0.2	6
17	C#CC(=O)N(c1ccc(OC)c(OC)c1)C(C(=O)NC1CCCC1)c1cccs1 (stereo unspecified)	-8	-0.1	108*	0.9	36*
18	CCOC(=O)C1CCCN(C/C(O)=C(\C#N)c2nc(-c3ccc(Cl)cc3)cs2)C1 (stereo unspecified)	-4	-0.4	8	0.7	2
19	CC(=O)Nn1cc2c(c1-c1ccccc1)c(=O)n(C)c(=O)n2C	1	-0.2	0	1.6	-6
20	Cc1sc(-c2ccccn2)nc1OC(=O)c1ccc(Cl)c(Cl)c1	-4	-0.2	5	6.9	-6

item	APP transl inh	NF-kB neuron act	STAT3 act	STAT1 act	APP 5'UTR act
11	11	1.4	103	99	-11
12	43	0.86	101	98	-43
13	-1	0.89	106	103	1
14	-4	0.95	92	100	4
15	10	1.3	105	99	-10
16	-13	1	95	94	13
17	17	0.13	15	68	-17
18	-5	1.9	97	98	5
19	0	0.94	103	106	0
20	10	1.1	102	106	-10

Arranged by the number under APP 5'UTR act (largest number first): some entries from above
item | structure | APP 5'UTR act
18 | CCOC(=O)C1CCCN(C/C(O)=C(\C#N)c2nc(-c3ccc(Cl)cc3)cs2)C1 (stereo unspecified) | 5
19 | CC(=O)Nn1cc2c(c1-c1ccccc1)c(=O)n(C)c(=O)n2C | 0
15 | CCCCCc1c(C)nc(N2CCc3ccccc3C2)[nH]c1=O | -10
11 | Cc1cc2ncc(S(=O)(=O)C(C)(C)C)c(N)n2n1 | -11

Full records, looked up by structure:
`CCOC(=O)C1CCCN(C/C(O)=C(\C#N)c2nc(-c3ccc(Cl)cc3)cs2)C1` (stereo unspecified) is listed with FLuc inhib CS = -4; Hsp70 act = -0.4; STAT3 inh = 8; RAM inhibit = 0.7; STAT1 blocker = 2; APP transl inh = -5; NF-kB neuron act = 1.9; STAT3 act = 97; STAT1 act = 98; APP 5'UTR act = 5
`S=C(NCc1cccc(Cl)c1)NC1CCCCC1` is listed with FLuc inhib CS = -4; Hsp70 act = 0.0; STAT3 inh = 8; RAM inhibit = 1.8; STAT1 blocker = -4; APP transl inh = 11; NF-kB neuron act = 0.87; STAT3 act = 92; STAT1 act = 104; APP 5'UTR act = -11

Further entries.
item	molecule	FLuc inhib CS	Hsp70 act	STAT3 inh	RAM inhibit	STAT1 blocker
21	O=C(Cc1ccccc1)N/N=C/C=C/c1cccc([N+](=O)[O-])c1	-7	-0.4	18	1.6	-25
22	Cn1c(=O)c(NC(=O)c2ccccc2)c2n(c1=S)CCCCC2	-10	-0.2	12	0.5	2
23	Cc1ccccc1C(C(=O)NC1CCCCC1)N(C(=O)CNC(=O)c1ccco1)c1cccnc1 (stereo unspecified)	-4	-0.1	4	3.9	-10
24	O=C(O)c1ccccc1C(=O)NNc1ccc(F)cc1	-4	0.0	9	0.0	-3
25	Cn1cccc1Cc1nnc(SCC(=O)Nc2ccc(F)cc2)n1-c1ccc(F)cc1	-3	-0.3	5	4.2	1
26	O=C1CCCc2c1sc1nc3n(c(=O)c21)CCCCC3	-2	0.1	-12	1.6	-28
27	Cn1c(CNC(=O)c2cccs2)n[nH]c1=S	-4	-0.2	-1	3.4	-2
28	CNC(=S)NNC(=O)c1ccc(=O)n(Cc2ccc(Cl)cc2Cl)c1	4	-0.3	15	2.2	14
29	CCCCn1c(SCC(=O)Nc2cc(NC(=O)c3ccco3)ccc2C)nc2ccccc2c1=O	-7	0.1	22	3.1	12
30	CN(C)CCn1c(NC(=O)c2ccc(Cl)cc2)nc2ccccc21	5	-0.1	-76	0.4	-26

item	APP transl inh	NF-kB neuron act	STAT3 act	STAT1 act	APP 5'UTR act
21	-1	1.9	90	122	1
22	13	0.91	93	98	-13
23	-9	1.1	102	110	9
24	-28	1.4	97	102	28
25	2	0.95	100	99	-2
26	-11	2.2	112	126	11
27	20	1.2	105	102	-20
28	11	1.1	91	86	-11
29	-11	1.1	88	89	11
30	.	1.5	164*	125	.

Next section:
item	molecule	FLuc inhib CS	Hsp70 act	STAT3 inh	RAM inhibit	STAT1 blocker
31	CCCCCc1nnc(NC(=O)Cc2cccs2)s1	-1	0.3	10	1.2	3
32	Cc1cc(OCC(O)CN2C(C)CCCC2C)ccc1C(C)C (stereo unspecified)	-3	0.0	-6	1.0	-3
33	CC(C)(C)C(=O)N1CCC[C@@]1(CO)C(=O)O	-2	-0.3	3	1.6	2
34	N#C/C(=C\c1cn(-c2ccccc2)nc1-c1cccnc1)c1nnc2n1CCCCC2	-8	-0.3	20	-0.5	7
35	CCn1ncc(CNC(=O)c2cccc([N+](=O)[O-])c2)c1C	1	-0.2	-4	0.4	4
36	O=C(O)CCn1c(=S)oc2ccccc21	-3	-0.3	7	1.5	4
37	O=C(Nc1cccc(NC(=O)c2cccs2)c1)c1ccco1	-3	0.1	8	1.4	0
38	Cc1ccccc1-c1nc(CS(=O)(=O)CC(=O)N(C)C2CCCCC2)c(C)o1	-4	-0.3	26	-0.3	4
39	Cc1ccc(C)c(C(=O)CC2(O)C(=O)Nc3ccccc32)c1 (stereo unspecified)	-6	-0.2	3	1.5	-15
40	COC(=O)c1c(C(=O)OC)c(-c2cccc(Cl)c2)n2c1CS(=O)C2 (stereo unspecified)	-5	-0.2	-1	0.4	-3

item	APP transl inh	NF-kB neuron act	STAT3 act	STAT1 act	APP 5'UTR act
31	13	1	95	97	-13
32	-12	0.99	109	100	12
33	-6	1.1	100	98	6
34	2	0.45	89	93	-2
35	4	1.1	103	96	-4
36	8	1	97	96	-8
37	4	1	96	100	-4
38	6	0.73	83	97	-6
39	-4	0.96	101	114	4
40	-27	1.1	103	102	27

The list goes on:
item	molecule	FLuc inhib CS	Hsp70 act	STAT3 inh	RAM inhibit	STAT1 blocker
41	O=C(Nc1ccc(OCC(F)(F)C(F)F)c(C(F)(F)F)c1)c1ccc(Cl)cc1	.	-0.1	8	.	0
42	Fc1ccc(C(c2nnnn2Cc2ccco2)N2CCN(C3CCCCC3)CC2)cc1 (stereo unspecified)	-3	-0.2	12	0.8	6
43	COc1cccc(-c2noc(C3CCCN(C(=O)CC(C)(C)C)C3)n2)c1 (stereo unspecified)	7	-0.2	-1	1.0	-7
44	Cc1nn(CC2CC2)c(=O)n1-c1ccccc1	-2	0.7	8	1.1	6
45	CCOC(=O)C1=C(C)Nc2ccccc2N=C1NC(=O)Cc1ccc(OC)cc1	-5	-0.3	3	3.4	7
46	CCc1cccc(CC)c1C(O)c1cccnc1 (stereo unspecified)	-4	-0.2	4	2.2	25
47	Cc1nn(C(=O)c2cccnc2)c(C)c1C	-6	-0.4	7	2.3	-1
48	C/C(CC(=O)Nc1ccc(Cl)cc1Cl)=N\NC(=O)C(=O)NCCO	-2	-0.3	-6	1.1	2

item	APP transl inh	NF-kB neuron act	STAT3 act	STAT1 act	APP 5'UTR act
41	10	.	101	105	-10
42	4	1.1	93	95	-4
43	-33	2	103	105	33
44	10	1.3	96	94	-10
45	-1	0.91	102	93	1
46	-3	0.98	100	78	3
47	3	1.1	99	101	-3
48	-20	0.86	106	98	19

A few values from above:
#43 in APP 5'UTR act is entered as 33
#44 in STAT1 act is entered as 94

Assay outcomes deposited in PubChem by several laboratories.
